Compound activity as filed in PubChem BioAssay.
FBW7 act: human FBW7 E3 ligase activation, primary screen; actives 0.13% (n = 650,000); AID 1259310; normalized activity (activation), % at 26.1 µM; AlphaScreen FBW7–phospho-cyclin E peptide binding, activator screen; in the data active means normalized activity above about 1.9%;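 further: purified mutant Fbw7 with reduced substrate affinity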
Target sequence (Q969H0 whole entry, looked up): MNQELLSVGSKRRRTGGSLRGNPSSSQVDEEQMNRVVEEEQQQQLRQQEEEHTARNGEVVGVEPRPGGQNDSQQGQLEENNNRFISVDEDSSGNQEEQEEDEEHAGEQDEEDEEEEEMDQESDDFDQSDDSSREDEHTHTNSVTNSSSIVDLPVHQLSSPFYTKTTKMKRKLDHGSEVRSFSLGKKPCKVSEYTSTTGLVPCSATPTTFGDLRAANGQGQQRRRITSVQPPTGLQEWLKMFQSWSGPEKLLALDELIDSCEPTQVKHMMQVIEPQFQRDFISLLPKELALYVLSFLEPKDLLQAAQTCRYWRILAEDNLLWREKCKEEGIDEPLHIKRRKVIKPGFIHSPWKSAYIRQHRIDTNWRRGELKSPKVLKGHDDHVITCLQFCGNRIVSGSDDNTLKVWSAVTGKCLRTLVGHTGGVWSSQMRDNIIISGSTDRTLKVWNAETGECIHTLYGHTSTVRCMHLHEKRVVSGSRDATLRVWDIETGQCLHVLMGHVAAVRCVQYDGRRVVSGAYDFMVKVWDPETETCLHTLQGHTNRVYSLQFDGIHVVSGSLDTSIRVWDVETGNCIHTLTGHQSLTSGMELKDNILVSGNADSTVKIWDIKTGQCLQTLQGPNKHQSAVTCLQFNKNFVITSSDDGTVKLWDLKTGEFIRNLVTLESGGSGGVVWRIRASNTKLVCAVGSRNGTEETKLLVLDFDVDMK
MITF primary: blocks human microphthalmia-associated transcription factor. AID 1259374. actives 0.91% (n = 650,000). O75030. AlphaScreen MITF homodimerization, bead proximity signal. inhibition, % at 2.6 µM; in the data active means inhibition above about 50%;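 further: 0% = vehicle wells with protein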
TEAD-YAP inh: TEAD-YAP interaction inhibition. inhibition, % at 9.12 µM. HEK-TIYL cells, TEAD-Gal4/YAP UAS-luciferase luminescence. actives 1.4% (n = 640,000). AID 1259422; in the data active means inhibition above about 32%;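 further: 0% = median of test compound wells and 100% = reference inhibitor wells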
GPR151 ag: human GPR151 activation; Q8TDV0; actives 1% (n = 650,000); AID 1508602; activation, % at 11.2 µM; PathHunter beta-arrestin GPR151 cells, luminescence; in the data active means activation above about 4.9%;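 further: 0% = median of compound wells and 100% = cells with positive control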
Active calls of the source: *.

For CCCCCCOc1ccc(NS(=O)(=O)c2ccc(Cl)s2)cc1 the results were FBW7 act 0.2, MITF primary 1, TEAD-YAP inh -3 and GPR151 ag -0.3.
OCC12CC3CCC(CC(C3)C1)C2 was read as FBW7 act 0.1, MITF primary 17, TEAD-YAP inh -2 and GPR151 ag 1.7.
`C=Cn1c(N)c(C(=O)OCC)sc1=S` gave FBW7 act 0.0, MITF primary -7, TEAD-YAP inh -5 and GPR151 ag -1.4.
`CCN(CC)c1ncnc2c1c(-c1ccccc1)cn2-c1cccc(C)c1` gave FBW7 act 0.3, MITF primary 5, TEAD-YAP inh 6 and GPR151 ag 1.4.
`COc1cc(C(=O)NNC(=O)COc2cc(C)cc(C)c2)cc(OC)c1OC` gave FBW7 act -0.1, MITF primary -5, TEAD-YAP inh 10 and GPR151 ag 3.3.
Screening CCOc1cccc(CN2CCc3nnc(CCNC(=O)c4cccnc4)n3CC2)c1O returned FBW7 act -0.1, MITF primary 4, TEAD-YAP inh 6 and GPR151 ag -1.2.
Screening CCC1CCCCN1C1Sc2ccc(C(=O)OC)cc2NC1=O (stereo not given) returned FBW7 act -0.2, MITF primary -5, TEAD-YAP inh -3 and GPR151 ag 1.8.
`O=C1N(Cc2cccnc2)C[C@@H]2C[C@@H](c3cccc4c3oc3ccccc34)N3CCC[C@@]123` gave FBW7 act 0.7, MITF primary -3, TEAD-YAP inh 1 and GPR151 ag -0.7.
For O=C(COC(=O)c1cccc(S(=O)(=O)N2CCSCC2)c1)c1ccccc1 the results were FBW7 act -0.1, MITF primary -4, TEAD-YAP inh -2 and GPR151 ag -0.1.
For COc1ccc(C)cc1NC(=O)CNC(=O)Cn1cnc2ccccc2c1=O the results were FBW7 act 0.0, MITF primary 9, TEAD-YAP inh -10 and GPR151 ag -0.7.

Next section; the last 3 above are carried over.
`O=C1N(Cc2cccnc2)C[C@@H]2C[C@@H](c3cccc4c3oc3ccccc34)N3CCC[C@@]123` gave FBW7 act 0.7, MITF primary -3, TEAD-YAP inh 1 and GPR151 ag -0.7.
For O=C(COC(=O)c1cccc(S(=O)(=O)N2CCSCC2)c1)c1ccccc1 the results were FBW7 act -0.1, MITF primary -4, TEAD-YAP inh -2 and GPR151 ag -0.1.
For COc1ccc(C)cc1NC(=O)CNC(=O)Cn1cnc2ccccc2c1=O the results were FBW7 act 0.0, MITF primary 9, TEAD-YAP inh -10 and GPR151 ag -0.7.
O=C(NC1CCCCCC1)c1ccc(Cl)cc1Cl was read as FBW7 act 0.0, MITF primary 10, TEAD-YAP inh 33* and GPR151 ag -0.6.
Screening CCOc1ccc(C(=O)N2CCN(c3c(Cl)cccc3[N+](=O)[O-])CC2)cc1 returned FBW7 act -0.5, MITF primary 15, TEAD-YAP inh 1 and GPR151 ag 0.2.
For COc1ccc2c(CNC3CCCC3)c(C(=O)O)n(Cc3ccc(C)cc3)c2c1 the results were FBW7 act 0.5, MITF primary 12, TEAD-YAP inh 6 and GPR151 ag 1.2.
Screening CCCCNC(=O)CCn1c(=S)[nH]c2cc3c(cc2c1=O)OCO3 returned FBW7 act 0.0, MITF primary 5, TEAD-YAP inh -1 and GPR151 ag -1.4.
Screening CCN(C(=O)CN1C(=O)NC2(CCCCCCC2)C1=O)c1ccccc1 returned FBW7 act -0.1, MITF primary -8, TEAD-YAP inh -1 and GPR151 ag -0.6.
Screening COc1ccc(-c2cc(C(F)(F)F)n3nc(C(=O)N4CCN(c5ccccc5)CC4)c(Cl)c3n2)cc1OC returned FBW7 act 0.0, MITF primary 21, TEAD-YAP inh -2 and GPR151 ag 0.9.
Screening [O-][n+]1onc2cc(Br)cnc21 returned FBW7 act -0.3, MITF primary 61*, TEAD-YAP inh -3 and GPR151 ag -1.5.
Screening Cc1cc([N+](=O)[O-])ccc1N1CCN(S(=O)(=O)c2ccc(Br)cc2)CC1 returned FBW7 act 0.0, MITF primary 2, TEAD-YAP inh 4 and GPR151 ag -0.2.
`Cc1ccc(NC(=O)CSc2ncnc3ccccc23)cc1Cl` gave FBW7 act -0.1, MITF primary 4, TEAD-YAP inh 2 and GPR151 ag -0.5.
Screening COCCn1nnnc1C(c1ccccc1OC)N1CCN(c2ccccc2F)CC1 (stereo not given) returned FBW7 act 0.1, MITF primary 10, TEAD-YAP inh -4 and GPR151 ag -0.7.
Cc1ccc(-c2cc(C(F)(F)F)n3ncc(C(=O)Nc4sc5c(c4C#N)CCC(C)C5)c3n2)cc1 (stereo not given) was read as FBW7 act 0.0, MITF primary 5, TEAD-YAP inh -5 and GPR151 ag 0.9.
COc1ccccc1C(=O)Oc1coc(CSc2nnc(NC(C)=O)s2)cc1=O was read as FBW7 act 0.6, MITF primary 3, TEAD-YAP inh 7 and GPR151 ag -0.3.
Cc1ccc(O)c(NC(=O)c2cccc(S(=O)(=O)N3CCCCC3)c2)c1 was read as FBW7 act 0.0, MITF primary -22, TEAD-YAP inh -6 and GPR151 ag 0.9.
Screening CCc1c(C)nc(NC2CCN(CC(=O)Nc3cccc(OC)c3)CC2)[nH]c1=O returned FBW7 act 0.0, MITF primary 13, TEAD-YAP inh 3 and GPR151 ag -0.9.
Screening COc1ccc(C2CC(c3cccs3)=NN2C(=O)CSc2nnc(CNC(=O)c3ccc([N+](=O)[O-])cc3)n2-c2ccccc2)cc1 (stereo not given) returned FBW7 act -0.1, MITF primary -9, TEAD-YAP inh -12 and GPR151 ag 0.1.
COc1ccc(S(=O)(=O)N(CC(=O)NC2CCCC2)c2ccc(C)cc2)cc1 was read as FBW7 act 0.0, MITF primary 0, TEAD-YAP inh 4 and GPR151 ag 1.1.
For O=C(c1ccc(Nc2nccc(-c3cncc(N4CCOCC4)c3)n2)cc1)N1CCOCC1 the results were FBW7 act -0.1, MITF primary 0, TEAD-YAP inh 51* and GPR151 ag 1.1.
For CCc1nc2sc3c(SCC(N)=O)ncnc3c2c2c1CCCC2 the results were FBW7 act 0.3, MITF primary 3, TEAD-YAP inh 6 and GPR151 ag 2.4.
For CN(C)CCCCCCCCCNC(=O)/C=N\O the results were FBW7 act 0.1, MITF primary -8, TEAD-YAP inh -3 and GPR151 ag -0.1.
`COc1ccc(C2C(C#N)=C(N)Oc3n[nH]c(C)c32)cc1CSc1ccccn1` (stereo not given) gave FBW7 act -0.1, MITF primary -9, TEAD-YAP inh -2 and GPR151 ag 1.5.
For Cc1ccc(C)c(CN2CCc3nnc(CCNC(=O)C4CCCN(C)C4)n3CC2)c1 (stereo not given) the results were FBW7 act -0.3, MITF primary 0, TEAD-YAP inh 2 and GPR151 ag 0.6.
`Cc1cnc(C(=O)Nc2ccc(S(=O)(=O)NCC(C)C)cc2)cn1` gave FBW7 act 0.1, MITF primary 2, TEAD-YAP inh -1 and GPR151 ag -0.3.
O=C(CN1C(=O)/C(=C\c2cccc(Cl)c2)Sc2ccccc21)N1CCOCC1 was read as FBW7 act 0.1, MITF primary -5, TEAD-YAP inh -10 and GPR151 ag 0.0.
`O=C(Cc1cn(-c2ccc(Nc3ccc(N4CCOCC4)cc3)nn2)c2ccccc12)NCCc1ccc(O)cc1` gave FBW7 act 0.2, MITF primary 5, TEAD-YAP inh 7 and GPR151 ag 1.3.
`COc1ccc(OCC(O)CN2CCN(c3cccc(Cl)c3)CC2)cc1` (stereo not given) gave FBW7 act -0.2, MITF primary 3, TEAD-YAP inh -23 and GPR151 ag 4.1.
`CCCNC(=O)c1ccc2c(c1)ncn2-c1ccccc1OCC` gave FBW7 act 0.0, MITF primary 4, TEAD-YAP inh -1 and GPR151 ag 0.3.
For O=C(Nc1ccc(Cl)c(C(F)(F)F)c1)C1CC(=O)N(Cc2ccccc2)C1 (stereo not given) the results were FBW7 act 0.0, MITF primary -12, TEAD-YAP inh 4 and GPR151 ag 0.0.
O=C(Nc1cccc(CN2CCOCC2)c1)c1cccc(-n2cc(NC(=O)C3CCc4ccccc43)cn2)c1 (stereo not given) was read as FBW7 act 0.6, MITF primary 18, TEAD-YAP inh 19 and GPR151 ag -1.3.
`COc1cc(CC2(CCC(=O)N3CCc4sccc4C3)CCC(=O)N2)ccc1F` (stereo not given) gave FBW7 act 0.5, MITF primary -1, TEAD-YAP inh -1 and GPR151 ag -0.8.
`COc1ccc(-c2nc(NC(=O)CSc3n[nH]c(N)n3)ns2)cc1` gave FBW7 act 0.0, MITF primary -10, TEAD-YAP inh 0 and GPR151 ag 0.8.
CCn1nnc(NC(=O)COc2ccc(Cl)c(C)c2)n1 was read as FBW7 act -0.2, MITF primary 11, TEAD-YAP inh -1 and GPR151 ag -0.8.
`Cc1sc2nc(C3CCCN(C(=O)Cc4ccccc4F)C3)[nH]c(=O)c2c1C` (stereo not given) gave FBW7 act -0.1, MITF primary 7, TEAD-YAP inh -2 and GPR151 ag 0.3.
`CCC(c1nnc(SCC(=O)N2CC3(C)CC2CC(C)(C)C3)o1)N(C)C` (stereo not given) gave FBW7 act -0.1, MITF primary 1, TEAD-YAP inh 1 and GPR151 ag 0.7.
COC(=O)c1ccc(N/C=C2/CCc3ccccc3C2=O)cc1 was read as FBW7 act 0.0, MITF primary 23, TEAD-YAP inh 68* and GPR151 ag -5.8.
COC(=O)c1sccc1NC(=O)c1c(-c2ccccc2)noc1C was read as FBW7 act -0.1, MITF primary 8, TEAD-YAP inh 10 and GPR151 ag -0.5.
O=C(O)CCCC(=O)N1N=C(c2cccs2)CC1c1ccco1 (stereo not given) was read as FBW7 act 0.0, MITF primary -5, TEAD-YAP inh -5 and GPR151 ag 0.6.
Screening CCCn1nnc(NC(=O)c2ccccc2[N+](=O)[O-])n1 returned FBW7 act 0.2, MITF primary 6, TEAD-YAP inh -4 and GPR151 ag 2.4.
For Cc1ccc(CSCCNC(=O)CN(c2cccc(C)c2C)S(=O)(=O)c2ccccc2)cc1 the results were FBW7 act 0.1, MITF primary 15, TEAD-YAP inh 5 and GPR151 ag -0.1.
`Cc1c(NC(=O)C(C)OC(=O)c2ccc(Br)o2)c(=O)n(-c2ccccc2)n1C` (stereo not given) gave FBW7 act -0.1, MITF primary -12, TEAD-YAP inh 3 and GPR151 ag -1.3.
For OCCCCCNc1ncnc2ccccc12 the results were FBW7 act 0.0, MITF primary -23, TEAD-YAP inh 28 and GPR151 ag -0.5.

Reprinted from the entries so far for reference:
Screening CCCn1nnc(NC(=O)c2ccccc2[N+](=O)[O-])n1 returned FBW7 act 0.2, MITF primary 6, TEAD-YAP inh -4 and GPR151 ag 2.4.
For Cc1ccc(CSCCNC(=O)CN(c2cccc(C)c2C)S(=O)(=O)c2ccccc2)cc1 the results were FBW7 act 0.1, MITF primary 15, TEAD-YAP inh 5 and GPR151 ag -0.1.
`Cc1c(NC(=O)C(C)OC(=O)c2ccc(Br)o2)c(=O)n(-c2ccccc2)n1C` (stereo not given) gave FBW7 act -0.1, MITF primary -12, TEAD-YAP inh 3 and GPR151 ag -1.3.
For OCCCCCNc1ncnc2ccccc12 the results were FBW7 act 0.0, MITF primary -23, TEAD-YAP inh 28 and GPR151 ag -0.5.

Other structures follow:
`CCCCCc1c(C)c2ccc(OC(C)=O)cc2oc1=O` gave FBW7 act 0.0, MITF primary 7, TEAD-YAP inh -2 and GPR151 ag 1.5.
Screening COc1cccc(-c2nc3sc(C)c(C)c3c(=O)[nH]2)c1O returned FBW7 act -0.1, MITF primary 7, TEAD-YAP inh -18 and GPR151 ag 1.2.
Screening CCOC(=O)Cc1ccc(N(Cc2ccccc2)S(=O)(=O)c2ccc(Cl)cc2)cc1 returned FBW7 act -0.2, MITF primary 2, TEAD-YAP inh -7 and GPR151 ag -0.5.
Screening COc1cc(=O)n2c(c1C(=O)NCCC(C)C)CCN(Cc1ccc(C(C)C)cc1)CC2 returned FBW7 act 0.1, MITF primary 4, TEAD-YAP inh 12 and GPR151 ag 1.7.
`O=C(Cn1c(-c2ccccc2)noc1=O)Nc1ccc(Oc2ccccc2)cc1` gave FBW7 act 0.5, MITF primary 11, TEAD-YAP inh 4 and GPR151 ag -1.0.
Screening CCc1ccc(C(C)NC(=O)c2ccccn2)cc1 (stereo not given) returned FBW7 act 0.2, MITF primary -21, TEAD-YAP inh 2 and GPR151 ag -1.4.
`CCOC(=O)C1CCc2sc(NC(=O)c3c(C)nc4ccccn34)nc21` (stereo not given) gave FBW7 act -0.6, MITF primary -15, TEAD-YAP inh 8 and GPR151 ag -1.1.
CCOC(=O)c1cc(Cl)c(O)c(Cl)c1 was read as FBW7 act -0.3, MITF primary 8, TEAD-YAP inh 3 and GPR151 ag 3.7.
For COc1ccc(S(=O)(=O)Cc2ccc(C(=O)NCc3ccco3)o2)cc1 the results were FBW7 act -0.3, MITF primary 5, TEAD-YAP inh 3 and GPR151 ag 0.6.
`COc1ccc(-c2cc(-c3ccccc3)n[nH]2)c(O)c1` gave FBW7 act -0.1, MITF primary -3, TEAD-YAP inh -53 and GPR151 ag -2.0.
Screening Cc1ccc(Cl)cc1NC(=O)COC(=O)CCN1C(=O)C2CCCCC2C1=O (stereo not given) returned FBW7 act 0.7, MITF primary 27, TEAD-YAP inh 1 and GPR151 ag -0.3.
O=C(CCC(=O)Nc1ccc(F)cc1)N/N=C/c1ccccc1Cl was read as FBW7 act -0.1, MITF primary 5, TEAD-YAP inh 9 and GPR151 ag -1.2.
`COCCn1nnnc1C(CC(C)C)N1CCN(C2CCCC2)CC1` (stereo not given) gave FBW7 act -0.1, MITF primary 13, TEAD-YAP inh -1 and GPR151 ag -0.5.
COCCn1nnc2c(=O)[nH]c(C(=O)NCc3cccc(Cl)c3)nc21 was read as FBW7 act 0.5, MITF primary 12, TEAD-YAP inh -30 and GPR151 ag 0.5.

Not a hit list, and some 3.5% of all compounds hit somewhere here.
